hERG protect: compounds protecting human hERG from proarrhythmic drug block. CHO-hERG, FluxOR thallium flux, dofetilide IC70 present. Q12809. activation (rescue from dofetilide block), less the hit threshold, % at 10 µM. 0.51% of 310,000 active;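 active means activation above the mean of controls blocked by dofetilide plus 5 SD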;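 further: thallium influx through hERG after potassium depolarization seen as dye fluorescence rise; in these data hits start at about 4.7%; inactives centre near -7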
Platelet DG rel: modulates dense granule release in human platelets | inhibition, %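 (compounds screened at 7.5 µM in platelet-rich plasma)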 | 0.22% of 300,000 active | human platelet-rich plasma, SFLLRN dense granule ATP release, luminescence;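 active means mean replicate score, as percent of positive control, at or above 50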
TRPC4 potent: allosteric potentiators of mouse TRPC4 channel; HEK293 TRPC4beta/mu-opioid, DAMGO EC20, Fluo-4 Ca2+ flux; active compounds read high; AID 2227; 0.42% of 310,000 active; B-score at 10 µM; Q9QUQ5;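 active means B-score of calcium response area above 5 SD of library B-scores, with initial fluorescence ratio within 5 SD of library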;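 further: B-score of integrated fluorescence ratio over time as area under calcium response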
TRPC4 act: opens the mouse TRPC4 cation channel | Q9QUQ5 | HEK293 TRPC4beta/mu-opioid, Fluo4 calcium fluorescence; active compounds read high | B-score at 10 µM | 0.49% of 310,000 active | AID 2237;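 active means B-score above 5 SD of library B-scores, and initial fluorescence ratio not above library mean plus 5 SD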;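 further: positive B-score marks a calcium rise read as TRPC4 activation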
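Material: HEK293 stable line with TRPC4beta plus mu-opioid receptor; technique: Fluo4 calcium-sensitive dye fluorescence, kinetic, 1 Hz baseline; timing: Fluo4 dye loading 45 min at room temperature, 110 s recording; controls: assay buffer as low control, maximal DAMGO as high control; read-out: integrated baseline-normalised fluorescence ratio, converted to per-well B score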
PolyA inhibitor: inhibitors of polyadenylation in S. cerevisiae | S. cerevisiae SKY197-pL101 polyadenylation reporter, beta-gal luminescence; efflux-impaired pdr1/pdr3 knockout yeast; score 100 = 6 SD above DMSO | calls only at 12 µM | 0.02% of 300,000 active;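 active means lowest replicate activity score at least 50, where 100 means six control SD above control mean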;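 further: yeast exposed to compound for 9 h at 30 °C; higher score means more reporter readthrough which indicates perturbed polyadenylation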
KCNQ1 block: blocks the human KCNQ1 potassium channel. P51787. CHO-K1 KCNQ1, FluxOR thallium flux fluorescence; active compounds read high. B-score at 10 µM. 1.3% of 310,000 active. AID 2642;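 active means compounds whose thallium flux B-score, printed positive for inhibition, exceeds three library SD while starting fluorescence stays within three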;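 further: channel opened by potassium depolarization with thallium stimulus after 20 min compound exposure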
KCNK9 block: blocks the human KCNK9 two-pore domain potassium channel. HEK293 KCNK9, FluxOR thallium flux fluorescence; active compounds read low. B-score at 10 µM. 1.2% of 310,000 active;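 active means ratio B-score over 3 SD below the library mean, with starting fluorescence within 5 SD of its mean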;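 further: negative B-score means less thallium flux so channel inhibition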
Target sequence (Q9NPC2 whole entry, looked up, the tested form may be a part): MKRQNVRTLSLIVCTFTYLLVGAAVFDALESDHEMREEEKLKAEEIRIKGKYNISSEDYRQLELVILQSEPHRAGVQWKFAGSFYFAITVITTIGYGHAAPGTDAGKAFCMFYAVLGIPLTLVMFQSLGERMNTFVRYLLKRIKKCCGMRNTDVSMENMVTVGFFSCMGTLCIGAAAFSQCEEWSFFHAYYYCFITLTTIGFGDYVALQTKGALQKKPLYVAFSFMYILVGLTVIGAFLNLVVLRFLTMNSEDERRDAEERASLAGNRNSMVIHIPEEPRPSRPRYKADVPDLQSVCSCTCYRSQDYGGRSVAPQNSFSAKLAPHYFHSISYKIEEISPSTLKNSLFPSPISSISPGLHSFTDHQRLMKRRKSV
KCNQ1 pot: potentiates or activates the human KCNQ1 potassium channel. CHO-K1 KCNQ1, thallium flux FluxOR fluorescence; active compounds read high. AID 2648. B-score at 10 µM. 0.35% of 310,000 active;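 active means fluorescence ratio B-score, a plate-corrected score, at least three library SD, with initial intensity B-score within 5 SD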
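Doses: Single concentration per compound, DMSO matched to controls | Test system: KCNQ1-transfected CHO-K1 cells | Timing: 90 min dye loading and 20 min compound exposure, both at room temperature | Measured by: Kinetic FluxOR thallium fluorescence, 10-s 1-Hz baseline, 110-s post-stimulus read | Medium: Assay buffer with matched DMSO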
DYRK1A inh: blocks rat Dyrk1A kinase activity; Q63470; ADP-Glo luminescence, NFATc1 peptide; inhibition, % at 12.5 µM; 0.43% of 310,000 active; AID 504441; in the data active means inhibition above about 50%;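 further: plate controls were vehicle with enzyme for no effect and no enzyme for full effect; many of its hits are not listed in these tables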
TRPC4 inh: inhibitors of mouse TRPC4 channel. 0.39% of 300,000 active. B-score at 10 µM. Q9QUQ5. HEK293 TRPC4beta/mu-opioid, DAMGO-evoked Fluo4 calcium flux; active compounds read low;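 active means B-score over 3 SD under the library average, no early fluorescence shift, positive overall ratio signal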
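Test system – stable TRPC4beta/mu-opioid receptor HEK293 cells · Probe or stimulus – DAMGO, a submaximal dose followed by a maximal one · Dosing – one concentration per compound · Signal – Fluo4 calcium fluorescence by kinetic imaging, 5 s 1 Hz baseline · Evaluation – per-well B score of integrated baseline-normalized Fluo4 ratio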
KCNK3 block: human KCNK3 channel inhibition, primary screen | O14649 | CHO-KCNK3 thallium flux, FluxOR fluorescence; active compounds read low | B-score at 10 µM | 0.84% of 340,000 active;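 active means B-score under library mean minus 4 SD, starting fluorescence ratio at most library mean plus 5 SD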;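 further: more negative B-score means stronger inhibition of thallium flux through KCNK3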
Target sequence (O14649 whole entry, looked up): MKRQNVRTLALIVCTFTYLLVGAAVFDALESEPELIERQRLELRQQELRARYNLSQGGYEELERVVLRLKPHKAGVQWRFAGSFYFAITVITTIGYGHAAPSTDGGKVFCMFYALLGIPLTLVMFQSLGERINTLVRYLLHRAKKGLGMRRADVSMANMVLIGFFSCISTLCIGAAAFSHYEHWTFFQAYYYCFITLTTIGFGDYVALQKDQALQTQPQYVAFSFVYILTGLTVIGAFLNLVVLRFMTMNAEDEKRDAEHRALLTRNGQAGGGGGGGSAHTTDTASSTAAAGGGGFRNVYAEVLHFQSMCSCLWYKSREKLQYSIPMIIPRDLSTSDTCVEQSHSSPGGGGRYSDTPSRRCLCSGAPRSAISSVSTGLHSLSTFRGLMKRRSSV
The depositor's hits bear a star; i = inactive; x = not tested or not shown.

smiles | hERG protect | Platelet DG rel | TRPC4 potent | TRPC4 act | PolyA inhibitor | KCNQ1 block | KCNK9 block | KCNQ1 pot | DYRK1A inh | TRPC4 inh | KCNK3 block
Cc1ccc(C)c(NC(=O)CCOc2ccccc2)c1 | -9 | 2 | i | i | i | i | i | i | 4 | i | i
O=C(O)C1CCCCC1C(=O)NCCc1ccc(Cl)cc1 (centres undefined) | -1 | x | i | i | i | i | i | i | -1 | i | i
C/C(=N/NC(=O)c1ccc2c(c1)OCO2)c1ccc(NC(=O)C(F)(F)F)cc1 | -1 | -2 | i | i | i | i | i | i | 0 | i | i
CCN(c1ccc(OC)cc1)S(=O)(=O)c1nnc(NC(=O)CC(C)C)s1 | -8 | 0 | i | i | i | i | i | i | -1 | i | i
CC/C(=N\NC(=O)c1ccncc1)C12CC3CC(CC(C3)C1)C2 | -6 | -3 | i | i | i | i | i | i | -1 | i | i
O=C(O)CC1NC(=O)N(c2ccc(Cl)cc2)C1=O (centres undefined) | -8 | -9 | i | i | i | i | i | i | 3 | i | i
CN(CCOc1ccccc1)C(=O)c1cc([N+](=O)[O-])ccc1N1CCOCC1 | -12 | -4 | i | i | i | i | i | i | -2 | i | i
Cc1nc2ccccn2c1C(=O)CSc1ccccc1Cl | -3 | -2 | i | i | i | i | i | i | 12 | i | i
O=C(Nc1ccc(O)c(-c2nc3ccccc3o2)c1)C1(c2ccc([N+](=O)[O-])cc2)CCCC1 | -14 | -6 | i | i | i | i | i | i | -1 | i | i
CC1CN(C(=O)COC(=O)CSc2ccc(C(N)=O)cc2[N+](=O)[O-])CC(C)O1 (centres undefined) | -11 | 1 | i | i | i | i | i | i | 3 | i | i
CCCC(=O)Oc1ccc(-c2nccc(C(OC)OC)n2)cc1 | -3 | -44 | i | i | i | i | i | i | -4 | i | i
O=C(NN1C(=O)/C(=C\c2ccc(O)c([N+](=O)[O-])c2)SC1=S)c1ccccc1Cl | -23 | 0 | i | i | i | i | i | i | 79* | i | i
CCOC(=O)c1sc(NC(=O)CN(CC(C)C)CC(C)C)c(C(=O)OCC)c1C | -7 | 5 | i | i | i | i | i | i | -1 | i | i
O=C(NCc1ccccn1)C1CCCN(Cc2cnn(-c3ccccc3)c2-n2cccc2)C1 (centres undefined) | -2 | 3 | i | 53* | i | i | i | i | -3 | x | i
O=C(NCC1CCCO1)c1ccc(F)c2ccccc12 (centres undefined) | -5 | -1 | i | i | i | i | i | i | x | i | i
O=c1c2c(nc(NCCO)n1CC1CCCCC1)-c1ccccc1CC21CCCC1 | 4 | 0 | i | i | i | 6* | -7.4* | i | -1 | i | -16*
O=C(NC(=S)Nc1nc(-c2ccc([N+](=O)[O-])cc2)cs1)c1ccco1 | 15* | -2 | i | i | i | i | i | 21* | -3 | i | i
NC(=O)C1CCN(c2nc(-c3ccccc3)nc3ccccc23)CC1 | -18 | 0 | i | i | x | i | i | i | 1 | i | i
O=c1ccc2cc(S(=O)(=O)N3CCN(c4ccccc4F)CC3)ccc2[nH]1 | -7 | -1 | i | i | i | i | i | i | 0 | i | i
CN(CC(=O)O/N=C(\N)c1ccc(Br)cc1)S(=O)(=O)c1ccccc1 | -7 | -4 | i | i | i | i | i | i | 0 | i | i
O=C(COC(=O)CNC(=O)c1ccccc1F)NCCC1=CCCCC1 | -15 | 11 | i | i | i | i | i | i | 2 | i | i
Cc1nc2oc3c(=O)[nH]cnc3c2c2c1COC(C)(C)C2 | -9 | 3 | i | i | i | i | i | i | 9 | i | i
Cc1ccc(-c2nc(CS(=O)CC(=O)NC3CCCC(C)C3C)c(C)o2)cc1 (centres undefined) | -4 | 1 | i | i | i | i | i | i | 3 | i | i
CCN(CC)S(=O)(=O)c1cccc(C(=O)OCC(=O)Nc2ccccc2OC(F)F)c1 | -11 | 7 | i | i | i | i | i | i | -5 | i | i
COC(=O)[C@@]12CCCCN1[C@H](c1ccc(-c3cccc(Cl)c3)cc1)[C@H]1C(=O)N(C)C(=O)[C@H]12 | -7 | -1 | i | i | i | i | i | i | 13 | i | i
Nc1cnc(Nc2ccc(Br)cc2)nc1N | -7 | 0 | i | i | i | i | i | i | 0 | i | i
O=C(Nc1ccc(-c2ccc3nncn3n2)cc1)c1ccc(Br)o1 | -7 | -1 | i | i | i | i | i | i | 1 | i | i
Cc1cccc(N(C(=O)c2sc(C)nc2C)C(C(=O)NCC2CCCO2)c2ccccc2)c1 (centres undefined) | -2 | -6 | i | i | i | i | i | i | 9 | i | i
CCn1c(SCC(=O)N/N=C/c2ccccc2OCC(=O)O)nnc1-c1ccc(C)cc1 | -11 | -2 | i | i | i | i | i | i | -8 | i | i
COc1c(S(=O)(=O)N2CCN(C)CC2)ccc(Cl)c1Cl | 0 | 1 | i | i | i | 7* | i | i | x | i | i

(listing goes on)
smiles | hERG protect | Platelet DG rel | TRPC4 potent | TRPC4 act | PolyA inhibitor | KCNQ1 block | KCNK9 block | KCNQ1 pot | DYRK1A inh | TRPC4 inh | KCNK3 block
CCCCCCCCN1[C@@H](CC(=O)OC)c2cc(C(F)(F)F)ccc2S1(=O)=O | -10 | -3 | i | i | i | i | i | i | 50* | i | i
COc1ccccc1-n1c(SCC(=O)Nc2nnc(C)s2)nc2c(c1=O)SCC2 | -6 | -3 | i | i | i | i | i | i | -1 | i | i
NC(=O)/C(=C\c1ccccc1)NC(=O)/C=C/c1ccccc1 | -4 | -1 | i | i | i | i | i | i | -1 | i | i
CC1=C(C(=O)Nc2cccc(C)c2C)C(c2cccs2)NC(=S)N1 (centres undefined) | -4 | 9 | i | i | i | i | i | i | -2 | i | i
CC(CC1CC(C)(C)OC1=O)C(=O)Nc1nncs1 (centres undefined) | -5 | -5 | i | i | i | i | i | i | 8 | i | i
Cc1cc(C)n(-c2nc(C)nc3c2cnn3-c2ccccc2)n1 | -5 | -3 | i | i | i | i | i | i | 5 | i | i
O=C(CSc1n[nH]c(-c2ccco2)n1)Nc1ccccc1 | -5 | x | i | i | i | i | i | i | 3 | i | i
Fc1cccc(Cl)c1CSc1ccc(-c2ccco2)nn1 | -17 | -1 | i | i | i | i | -14* | i | 1 | i | i
CC(C)(C)C1=NN(C(=O)c2ccccc2)C(O)(C(C)(C)C)C1 (centres undefined) | -4 | 0 | i | i | i | i | i | i | 2 | i | i
CCOC(=O)C[N+]1(C)CCN(C(C)=O)CC1 | -13 | -3 | i | i | i | i | i | i | 7 | i | i
Cc1ccc(-c2nnc(SC(C)C#N)n2N)cc1 (centres undefined) | -11 | -2 | i | i | i | i | i | i | 2 | i | i
COCCn1c(SCC(=O)N2CCc3ccccc32)nc2c(c1=O)SC(C)C2 (centres undefined) | -9 | -1 | i | i | i | i | i | i | 2 | i | i
Cc1ccccc1OCC(=O)N/N=C/c1ccncc1 | -5 | -1 | i | i | i | i | i | i | 2 | i | i
Cc1cc(NC(=O)c2cc(Cl)ccc2Cl)no1 | -8 | 1 | i | i | i | i | i | i | -6 | i | i
Cc1ccc(C)c(N2CCN(C(=O)c3ccc(N4CCCC4=O)cc3)CC2)c1 | -7 | -1 | i | i | i | i | i | i | 2 | i | i
Cc1ccccc1C1NC(=S)NC2=C1C(=O)CCC2 (centres undefined) | -9 | -7 | i | i | i | i | i | i | x | i | i
c1ccc2c(c1)OCC(CNCC1COc3ccccc3O1)O2 (centres undefined) | -10 | -16 | i | i | i | i | i | i | 5 | i | i
Cc1ccc(CC2C(=O)N(c3ncccn3)C(=O)C2C)cc1 (centres undefined) | -11 | 9 | i | i | i | i | i | i | 13 | i | i
CCC(=O)Nc1ccc(C(=O)Cn2ncc(Cl)c(Cl)c2=O)cc1 | -20 | -2 | i | i | i | i | i | i | 11 | i | i
O=C(O)c1cnn2c(C(F)F)cc(C3CC3)nc12 | -6 | 10 | i | i | i | i | i | i | -2 | i | i
Cc1cc(C)n(C(=O)CNC(=O)c2ccc(Cl)cc2Cl)n1 | -7 | 8 | i | i | i | i | i | i | -2 | i | i
COc1cc2c(OC)cccc2cc1C(=O)O | 1 | 0 | i | i | i | i | i | i | 21 | i | i
CCOC(=O)C1CCCN(Cc2nc(C3CC3)no2)C1 (centres undefined) | -12 | 1 | i | i | i | i | i | i | 5 | i | i
CCCC(=O)Nc1nnc(-c2ccc3c(c2)OCO3)s1 | -6 | -14 | i | i | i | i | i | i | x | i | i
O=C(NCc1ccccc1)C1CCCN(c2nc3ccsc3c(=O)s2)C1 (centres undefined) | -4 | 0 | i | i | i | i | i | i | -5 | i | i
CC1CN(c2ccc([N+](=O)[O-])nc2)CC(C)O1 (centres undefined) | -3 | 0 | i | i | i | i | i | i | -8 | i | i
COc1ccc(C(C#N)Nc2ccccc2)cc1 (centres undefined) | -12 | 7 | i | i | i | i | i | i | x | i | x
C=CCN(C(=O)c1csnn1)C(C(=O)NCc1ccc(F)cc1)c1ccccc1F (centres undefined) | -17 | 3 | i | i | i | i | i | i | 0 | i | i
COCCNC(=S)NNc1ccccc1[N+](=O)[O-] | -5 | 1 | i | i | i | i | i | i | 8 | i | i
CC(=O)Nc1ccc(S(=O)(=O)NNC(=O)COc2cccc(C)c2)cc1 | -10 | -2 | i | i | i | i | i | i | -2 | i | i

The listing continues:
smiles | hERG protect | Platelet DG rel | TRPC4 potent | TRPC4 act | PolyA inhibitor | KCNQ1 block | KCNK9 block | KCNQ1 pot | DYRK1A inh | TRPC4 inh | KCNK3 block
COc1cc(OC)cc(C(=O)OCC(=O)Nc2ccc(N3CCCCC3)cc2)c1 | -12 | -1 | i | i | i | i | i | i | 6 | i | i
Cn1cc(/C=C(\NC(=O)c2ccccc2Cl)C(=O)N2CCOCC2)c2ccccc21 | -7 | 8 | i | i | i | i | i | i | 3 | i | i
NC(=O)C1CCN(C(=O)CSCc2ccccc2Cl)CC1 | 0 | 6 | i | i | i | i | i | i | -5 | i | i
O=c1[nH]ncn2cccc12 | -4 | -2 | i | i | i | i | i | i | 12 | i | i
CCNS(=O)(=O)c1ccc(CCC(=O)Nc2ccc3c(c2)OCCO3)cc1 | -5 | 1 | i | i | i | i | i | i | -4 | i | i
CN(C)c1ccc(C2SCCN2C(=O)c2ccc([N+](=O)[O-])cc2)cc1 (centres undefined) | -2 | -1 | i | i | i | i | i | i | -4 | i | i
C=CCSc1cc(C)nc2c(-c3ccc(Cl)cc3)c(C)nn12 | -2 | -1 | i | i | i | i | i | i | 0 | i | i
C/C(CC(=O)Nc1cc(C)ccn1)=N\NC(=O)c1ccc(C(C)(C)C)cc1 | -7 | 0 | i | i | i | i | i | i | 1 | i | i

Some of the compounds tested; rates above refer to the full screens.
